Assay outcomes: PubChem BioAssay, The Scripps Research Institute Molecular Screening Center
TCR-CD3 inh: inhibitors of human TCR-CD3 interaction, primary screen, biochemical, fluorescence, TAMRA-labeled TCR probe. inhibition, % at 9.4 µM. 360,000 compounds, 0.37% hits. T-cell receptor (TCR). AID 651800, 2012; in the data active = inhibition above about 19%;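 also: recombinant mutant TCR 2C K166C tagged with TAMRA read by polarization; 0% = receptor in buffer alone and 100% = receptor with positive control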
DDE Tn7 FP inh: inhibitors of Tn7 peptide binding to fibrin DD(E), primary screen, biochemical, fluorescence polarization, human fibrin, Tn7 probe; FP displacement of FITC-Tn7 peptide from fibrin DD(E); 0% = median of compound wells per plate; AID 720508, 2013; 370,000 compounds, 0.13% hits; inhibition, % at 8.3 µM;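 active = inhibition above the mean of compounds falling within the control limits plus 3 SD of them, cut at about 14% in these data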;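 also: 0% = plate median of compound wells and 100% = 10 µM Aha-Tn7 peptide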
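Assay system: Human fibrin DD(E) protein | Medium: Tris buffer with calcium and detergent, pH 7.8 | Reagent: 0.1 µM fluorescent Tn7 | Compound dosing: Single point at 8.3 µM | Times: 10 min preincubation, 3 h with tracer, room temperature | Detection: Fluorescence polarization of the labelled Tn7 tracer | Controls: Aha-Tn7 high control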
TDP2 inh: human TDP2 enzyme inhibitors, primary screen, biochemical, epi absorbance, recombinant enzyme; Tyrosyl-DNA phosphodiesterase 2 (Homo sapiens), O95551; T5PNP hydrolysis, p-nitrophenol absorbance 415 nm; inhibition, % at 12.8 µM; 370,000 compounds, 0.34% hits; AID 720702, 2013;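 active = inhibition above the mean of all tested compounds plus 3 SD, set per campaign, cut at about 25% in these data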;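 also: 0% = DMSO with enzyme and 100% = buffer with substrate but no TDP2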
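test system = human TDP2 enzyme | input = TDP2 enzyme at 120 nM final | medium = 50 mM Tris-HCl pH 7.5 with Mg2+, KCl, DTT, BSA | also added = T5PNP substrate, 5 mM | times = 2 h at 37 °C | technique = epi absorbance | benchmarks = high control without enzyme, low control DMSO plus TDP2 | replication = each compound tested once, singlicate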
HTRA1 inhibitor: HTRA1 serine protease inhibitors, primary screen, biochemical, fluorescence polarization, HTS. Q92743. recombinant HTRA1, FP-rhodamine activity-based probe. inhibition, % at 5.96 µM. 340,000 compounds, 0.5% hits; in the data active = inhibition above about 36%;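 also: 0% = enzyme with DMSO and 100% = wells lacking enzyme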
Target sequence (Q92743 whole entry, looked up): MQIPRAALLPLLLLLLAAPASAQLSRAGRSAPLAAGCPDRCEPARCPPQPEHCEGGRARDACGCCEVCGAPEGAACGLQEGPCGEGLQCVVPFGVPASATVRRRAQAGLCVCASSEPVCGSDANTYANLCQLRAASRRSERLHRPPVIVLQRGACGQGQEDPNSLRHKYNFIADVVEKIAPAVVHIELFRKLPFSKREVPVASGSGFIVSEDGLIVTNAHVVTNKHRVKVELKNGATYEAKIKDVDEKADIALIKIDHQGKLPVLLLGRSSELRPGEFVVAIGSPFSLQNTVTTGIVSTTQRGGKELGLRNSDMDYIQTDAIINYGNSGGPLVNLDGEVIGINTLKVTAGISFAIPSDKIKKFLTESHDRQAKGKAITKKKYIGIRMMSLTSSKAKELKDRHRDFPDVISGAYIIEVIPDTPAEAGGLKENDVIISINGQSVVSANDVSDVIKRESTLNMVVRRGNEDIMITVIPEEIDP
UHRF1 MBD2 ctr: UHRF1 methylated DNA binding inhibitors, primary screen, counter-screen for MBD2 inhibitor project, biochemical, TR-FRET, human UHRF1, single concentration. E3 ubiquitin-protein ligase UHRF1 (Homo sapiens), Q96T88. UHRF1 binding to methylated oligo. inhibition, % at 4.4 µM. 370,000 compounds, 0.75% hits. AID 687016, 2013; in the data active = inhibition above about 21%;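 also: UHRF1 SRA domain binding a hemimethylated CpG hairpin DNA probe; 0% = median of test compound wells and 100% = reference inhibitor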
SIAE primary: human SIAE inhibitors, primary screen, biochemical, fluorescence polarization, FP-Rh probe, 1536-well HTS; Sialate O-acetylesterase (Homo sapiens), Q9HAT2; SIAE FP-Rh probe binding; inhibition, % at 9.66 µM; 370,000 compounds, 0.69% hits;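 active = inhibition above a cutoff: mean of compounds within the control limits plus 3 SD of those, cut at about 17% in these data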;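 also: 0% = plate median of compound wells and 100% = probe without SIAE protein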
Target sequence (Q9HAT2 whole entry, looked up): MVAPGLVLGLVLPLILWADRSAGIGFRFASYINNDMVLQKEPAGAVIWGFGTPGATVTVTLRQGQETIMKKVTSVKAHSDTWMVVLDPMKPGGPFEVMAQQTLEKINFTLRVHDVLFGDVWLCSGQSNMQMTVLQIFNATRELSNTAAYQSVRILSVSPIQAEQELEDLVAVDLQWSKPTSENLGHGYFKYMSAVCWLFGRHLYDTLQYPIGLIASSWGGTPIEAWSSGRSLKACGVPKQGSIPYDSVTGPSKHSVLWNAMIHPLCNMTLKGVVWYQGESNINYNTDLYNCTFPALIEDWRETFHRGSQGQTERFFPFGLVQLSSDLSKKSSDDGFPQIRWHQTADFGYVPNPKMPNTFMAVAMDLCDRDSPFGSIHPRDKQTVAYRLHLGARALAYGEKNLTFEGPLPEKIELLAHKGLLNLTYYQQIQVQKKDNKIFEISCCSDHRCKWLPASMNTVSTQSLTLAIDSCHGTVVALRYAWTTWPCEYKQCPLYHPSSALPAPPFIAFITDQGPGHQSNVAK
PRMT1 FP inh: PRMT1 methyltransferase inhibitors, primary screen, biochemical, fluorescence polarization | Protein arginine N-methyltransferase 1 (Homo sapiens), Q99873 | AID 652257, 2013 | 370,000 compounds, 1.3% hits | inhibition, % at 2.79 µM | recombinant PRMT1, activity-based probe fluorescence polarization;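 active = inhibition above about 21% made by adding two undisclosed values, limit read from the data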
PG9 binder: binders of HIV-1 gp120 antibody PG9, primary screen, biochemical, TR-FRET. HIV-1 gp120 / PG9 antibody interaction. TR-FRET gp120-PG9 antibody binding. inhibition, % at 6.7 µM. 360,000 compounds, 0.43% hits; in the data active = inhibition above about 8.5%
mABHD4 FP: ABHD4 inhibitors, primary screen, biochemical, fluorescence polarization, mouse. (Lyso)-N-acylphosphatidylethanolamine lipase (Mus musculus), Q8VD66. purified mABHD4, FP-Rh probe fluorescence polarization. inhibition, % at 8.92 µM. 370,000 compounds, 0.54% hits. AID 720543, 2013;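 active = inhibition exceeding the mean over every tested compound plus 3 SD, cut at about 30% in these data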;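 also: 0% = plate median of compound wells and 100% = S159A mutant with DMSO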
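System: mouse ABHD4 enzyme, wild type / Medium: HEPES pH 7.0, NaCl, Pluronic buffer / Reagent: FP-Rh activity-based fluorescent probe / Control set: S159A mutant high control, sample median low control / Detection: fluorescence polarization with parallel and perpendicular emission, 525/598 nm / Schedule: 45 min + 60 min at 25 °C / Compound dosing: 8.92 µM, single dose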
LEDGF integ inh: blockers of LEDGF/p75-dependent integrase strand transfer – biochemical, TR-FRET, high throughput, primary screen; HIV-1 integrase (with human LEDGF/p75); TR-FRET IN-LEDGF/p75 DNA integration, Eu/Cy5; 370,000 compounds, 0.64% hits; inhibition, % at 3.7 µM; AID 743269, 2014;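 active = inhibition above the screen-wide mean plus 3 SD, cut at about 13% in these data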;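 also: signal is the Cy5 over europium emission ratio at 671 and 618 nm; 0% = plate median of compound wells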
Numbers without * were called inactive; . = no result given.

SMILES	TCR-CD3 inh	DDE Tn7 FP inh	TDP2 inh	HTRA1 inhibitor	UHRF1 MBD2 ctr	SIAE primary	PRMT1 FP inh	PG9 binder	mABHD4 FP	LEDGF integ inh
Cc1c(-n2c(O)c(C3=c4ccccc4=NC3=O)sc2=S)c(=O)n(-c2ccccc2)n1C	7	3	2	7	0	-2	-1	-4.7	7	-1
CCN(CC)S(=O)(=O)c1ccc(C2=NOC3(C2)N(C)c2ccccc2C3(C)C)cc1 (centres undefined)	-1	-4	-2	2	0	-1	1	-1.7	1	-2
CCOC(=O)N1CCN(C(=O)CSc2nc3c(cnn3-c3ccc(C)cc3)c(=O)[nH]2)CC1	5	-4	0	-4	1	0	-1	-1.5	-1	3
CCOC(=O)c1ccc(N2C(=O)CC(Nc3ccc(CCO)cc3)C2=O)cc1 (centres undefined)	6	-4	-8	2	1	1	0	1.2	3	-2
CC1(C(=O)Nc2ccc(Cl)c(Cl)c2)CCN1C(=O)CCC1CCCC1 (centres undefined)	4	-3	0	.	0	-3	3	-1.7	-4	0
COc1ccc(NC(=O)CSc2nnc(NC(=O)c3ccco3)s2)cc1OC	-1	-3	-1	1	6	5	3	-2.0	-1	-1
O=C1CC(c2ccco2)Cc2c1cnn2-c1nc2ccccc2s1 (centres undefined)	4	4	-4	7	-2	4	-4	-2.2	5	-3
COc1ccc(C2CC(c3cccc([N+](=O)[O-])c3)=NN2/C(C)=C/C(C)=O)cc1 (centres undefined)	3	1	5	-6	-4	-6	-1	-0.9	0	0
CN(CC(=O)NCc1ccc(F)cc1)Cc1cccc(Cl)c1	7	1	-10	-6	-2	-9	0	0.4	-5	-1
COc1ccc(CC(=O)Nc2ccc(C(=O)Nc3ccccc3C(=O)O)cc2)cc1OC	-4	-2	2	-11	1	-21	3	2.9	-11	1
COc1ccc(CCNC(=O)C2CCC(CNS(=O)(=O)c3ccc(F)cc3)CC2)cc1OC (centres undefined)	7	8	-2	-7	0	4	-4	0.0	5	3
O=C(O)CC(NC(=O)C1c2ccccc2Oc2ccccc21)c1ccc(Cl)cc1 (centres undefined)	-1	7	-5	-9	7	-6	3	2.7	-7	0
CCOC(=O)c1cc(-c2ccccc2C)n(CC2CC(c3ccc(OC)cc3)=NO2)n1 (centres undefined)	0	-1	-13	-40	3	1	-1	-0.8	-17	1
O=C(Nc1ccc(N2C(=O)C3C4C=CC(C4)C3C2=O)cc1)Nc1cccnc1 (centres undefined)	1	4	4	1	0	-7	-4	-3.0	-8	-7
Cn1cnnc1SCC(=O)c1cc2ccccc2oc1=O	-5	-2	3	26	2	18*	8	-2.2	16	2
Cc1cccc(N2CCN(C(=O)C(Cc3ccccc3)n3cccc3)CC2)c1C (centres undefined)	7	1	2	-26	-2	-7	1	0.9	-21	4
CN(C)CC#CCC(O)(c1ccccc1)c1ccccc1	-13	3	-10	12	9	-4	0	1.1	5	-3
CCOc1cc(/C=N/NC(N)=O)ccc1OCC(=O)Nc1ccc(C)c(C)c1	1	3	3	-14	0	-2	0	-2.5	3	2
O=C(NCc1ccc2c(c1)OCO2)c1ccc(NC(=O)C2CCCO2)cc1 (centres undefined)	-4	8	-1	9	7	-2	2	3.8	-14	0
CCOC(=O)c1nc(-c2ccccc2)oc1N(C)C	0	3	7	10	1	4	1	0.5	0	1
Cc1[nH]c2ccccc2c1CCNC(=O)c1ccc2c(c1[N+](=O)[O-])C(=O)c1ccccc1C2=O	-2	-1	2	21	-5	4	1	-0.1	6	3
CCN(CC)S(=O)(=O)c1cccc(C(=O)N/N=C/c2ccc(N3CCOCC3)cc2)c1	-5	4	-5	-4	2	-3	4	-1.3	-3	-6
COc1ccc(OCC(=O)Nc2cc(S(=O)(=O)N3CCCC3)ccc2Cl)cc1	11	-3	-5	3	0	3	6	1.9	3	2
C[C@H](NC(=O)Nc1cccc(Br)c1)C(=O)O	-1	4	-2	3	1	-5	2	1.1	-4	-1
CC(C)CCNC(=S)Nc1ccc2nc3n(c(=O)c2c1)CCCCC3	-1	0	5	-4	2	-2	3	-1.9	-8	0

The final 3 entries of the section above open the next one.
SMILES	TCR-CD3 inh	DDE Tn7 FP inh	TDP2 inh	HTRA1 inhibitor	UHRF1 MBD2 ctr	SIAE primary	PRMT1 FP inh	PG9 binder	mABHD4 FP	LEDGF integ inh
COc1ccc(OCC(=O)Nc2cc(S(=O)(=O)N3CCCC3)ccc2Cl)cc1	11	-3	-5	3	0	3	6	1.9	3	2
C[C@H](NC(=O)Nc1cccc(Br)c1)C(=O)O	-1	4	-2	3	1	-5	2	1.1	-4	-1
CC(C)CCNC(=S)Nc1ccc2nc3n(c(=O)c2c1)CCCCC3	-1	0	5	-4	2	-2	3	-1.9	-8	0
COc1ccc(NC(=O)c2ccc3ccccc3n2)cc1S(=O)(=O)N1CCCCC1	3	0	5	-16	1	-24	-2	-0.1	5	1
CC(C)COC(=O)NCCOC(=O)Nc1cccc(Cl)c1	6	2	-7	-15	16	-9	-2	0.3	3	2
CC(C)Oc1cccc(C(=O)C2CCCN(Cc3cccn3-c3ccccn3)C2)c1 (centres undefined)	8	-4	-6	-4	-1	5	-2	-0.6	5	4
CCCCNC(=O)NNC(=O)c1cc(C)on1	-1	4	7	6	1	1	-2	-0.9	8	-2
CCC(=O)c1cc(F)c(N2CCN(S(=O)(=O)c3ccccc3)CC2)cc1C	-5	-11	0	-17	1	-6	2	-0.9	-4	-2
Cc1nc(N2CCC(C(N)=O)CC2)c2c(-c3cccs3)csc2n1	4	-9	4	3	-4	9	0	0.0	-4	3
O=C(/C=C/c1ccc(OCc2c(F)cccc2Cl)cc1)N1CCOCC1	0	8	-3	-8	2	6	-4	0.4	-8	-3
COc1ccc(CNC(=O)CNC(=O)c2sc3ccccc3c2Cl)cc1OC	3	2	-4	-2	-3	-5	-8	1.0	-5	1
c1ccc2c(c1)c1ccccc1n1c(-c3ccc4c(c3)OCO4)nnc21	1	-6	-19	3	4	-6	-3	-3.1	-1	4
O=C(NC1CCCCC1)c1cc2cc(Br)ccc2o1	-3	2	-12	-15	-1	-9	-1	-3.3	-4	-2
CC1([N+](=O)[O-])COC2(OC1)C(=O)Nc1ccccc12 (centres undefined)	6	-3	3	-3	0	3	0	-2.7	3	1
Cc1cc2cc(CNC(=O)c3ccc(C)c([N+](=O)[O-])c3)ccc2[nH]1	-3	-5	-5	11	-3	1	8	-0.9	-12	-2
CN(C)CCCNC(=O)c1ccc(Oc2ccccc2)cc1	-2	-8	-5	6	0	-1	0	-1.5	-4	1
COc1ccc(SC[C@H](Cc2ccccc2)N2CC[C@@H](NC(=O)OCc3ccccc3)CCC2=O)cc1	0	-2	-7	-51	0	-3	-2	-1.6	-6	-3
CC(C)(C)NC(=O)C(=O)NNC(=O)COc1ccccc1	7	11	6	3	-3	4	-1	0.6	2	-1
COc1ccc(Cn2ccnc2SCC(=O)NC2CCCC2)cc1	-5	-4	6	5	0	5	0	0.5	-4	3
CCC(C)c1ccccc1OCCCN(C)Cc1ccccc1 (centres undefined)	3	2	-1	-2	2	4	0	-2.4	13	2
CN(CC(=O)O)S(=O)(=O)c1ccc2c(c1)n(C)c(=O)c(=O)n2C	6	1	-12	1	2	-1	-4	-1.1	-5	1
CN(C)S(=O)(=O)c1cccc(NC(=S)Nc2cc(Cl)cc(Cl)c2)c1	1	2	9	-7	0	-12	3	-1.1	-1	-5
CC(=O)c1c(C)[nH]c(C(=O)Nc2ccc(C)c(C)c2)c1C	-3	-2	-18	3	4	-2	5	0.9	-8	-4
COc1ccccc1CNC(=O)CN(CCc1ccccc1)S(C)(=O)=O	5	1	4	-7	-1	2	-2	-1.6	3	0
Oc1ccc(N2CCN(C(c3cccs3)c3nnnn3CCc3ccccc3)CC2)cc1 (centres undefined)	-8	0	-5	9	5	3	22*	2.1	10	1
COc1cc2c3c(c1)C(C)=CC(C)(C)N3C(=O)C2=O	3	-4	15	9	-12	8	2	-16	7	0
COc1ccccc1CCN1C(=S)NC(C)(C)CC1(C)O (centres undefined)	7	-4	-10	-6	-2	-4	-3	-1.8	0	-2
CCOCCc1nnc(N)s1	8	-3	10	5	2	3	1	-1.0	5	-1
Next section:
SMILES	TCR-CD3 inh	DDE Tn7 FP inh	TDP2 inh	HTRA1 inhibitor	UHRF1 MBD2 ctr	SIAE primary	PRMT1 FP inh	PG9 binder	mABHD4 FP	LEDGF integ inh
Cc1cc(CN2CCOCC2)c(O)c(C2(C)CCCCC2)c1	3	-5	13	3	0	-1	-1	-3.5	4	0
CN(C)C(=S)Nc1cccc(C(F)(F)F)c1	6	-5	-3	6	0	2	-5	-2.3	-5	5
CC(C)CC(=O)Nc1ccc(N2CCN(S(C)(=O)=O)CC2)cc1	0	-2	12	3	-4	1	-4	0.2	0	-3
Cc1ccccc1CN(C)c1ccc(S(=O)(=O)N2CCN(C)CC2)cn1	6	-3	1	10	0	2	-1	-0.8	6	-1
COc1ccc(-c2csc3ncnc(Sc4nnnn4C)c23)cc1	-1	8	-4	-7	0	2	-1	-0.1	-6	-1
COc1cccc(C(=O)Nc2ccc(NC(=O)c3ccco3)cn2)c1	-2	1	-9	-10	2	-6	2	-0.5	-2	-2
CN(Cc1ccsc1)C(=O)Cn1cc(Br)ccc1=O	-3	-1	-5	-8	-2	1	3	-1.3	2	-9
CN(C)c1ncccc1-c1nc2ccccc2s1	-1	11	-8	-8	-1	2	0	-1.1	2	-4
CC(O)[C@H]1CNC(=O)C(=O)N1CC(C)(C)C (some centres undefined)	5	1	12	2	-2	0	2	1.1	2	2
FC(F)(F)c1nnc2c3ccccc3c(Cl)nn12	6	7	-1	3	-2	-8	-2	-1.0	1	3
O=C(c1ccc(OCC2CCCO2)cc1)N1CCc2ccccc2C1 (centres undefined)	0	5	-10	-4	0	-13	2	-1.1	5	-2
O=C1CCC(c2ccc3ccccc3c2)O1 (centres undefined)	10	-12	-9	-1	0	8	0	0.7	3	0

No enrichment for hits; overall some 4.2% were active at least once.
